NFkB transloc inh – inhibitors of IL-1B driven NFkB p65 nuclear import, primary screen, imaging, HUVEC, IL-1B stimulus, high-content imaging | HUVEC IL-1B NFkB p65 nuclear translocation imaging | inhibition, % at 2 µM | 94,000 tested, 0.43% active | AID 796, 2007;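 active = inhibition above about 30% together with a positive call from visual inspection of the well image, limit read from the data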;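 also: nuclear over cytoplasmic p65 intensity ratio measured by imaging; 0% = IL-1B stimulated DMSO wells and 100% = unstimulated DMSO wells; values of inactives mirror those of a sister screen read the other way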
NFkB transloc pot – enhancers of NFkB p65 translocation in HUVEC – imaging, IL-1B stimulus, high-content imaging, primary screen | HUVEC IL-1B NFkB p65 nuclear translocation imaging | activation, % at 2 µM | 94,000 tested, 0.3% active;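 active = activation above 40%, about the mean plus 3 SD, also judged a hit on visual image review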;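 also: percent activation is computed from the nuclear over cytoplasmic p65 intensity ratio; values of inactives mirror those of a sister screen read the other way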
Bcl-B TR3 displacers – displacers of TR3 peptide from Bcl-B, primary screen, selectivity assay for Bfl-1 inhibitor project, biochemical, fluorescence polarization; Bcl-2-like protein 10 (Homo sapiens); FP displacement of FITC-TR3 peptide from Bcl-B; higher % means a stronger effect; displacement, % at 20 µM, or IC50 in µM where a hit was titrated; 96,000 tested, 0.11% active; AID 748, 2007;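 active = displacement above 50% at 20 µM plus a fluorescence interference ratio under 1.5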;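 also: plate controls were wells without compound for no effect and wells lacking Bcl-B protein for full effect; a part of the inactive calls stands beside numbers as strong as those of hits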
PLAP inhibitors HTS – PLAP enzyme inhibitors, biochemical, luminescence, HTS (AID 690); Alkaline phosphatase, placental type (Homo sapiens); purified PLAP, luminescent substrate; higher % means a stronger effect; inhibition, % at 20 µM, or IC50 in µM where a hit was titrated; 96,000 tested, 0.08% active; in the data active = a potency from the dose series; inactive = the rest, 99 in 100 with inhibition below about 30%; also: strong numbers were not always called active
MRP reversal – reversal of MRP1-mediated doxorubicin resistance, primary screen, H69AR cells, doxorubicin co-treatment; H69AR cells + 2 uM doxorubicin, CellTiter-Glo, 72 h; differential viability (reversal), % at 10 µM; 85,000 tested, 0.04% active; AID 602, 2007;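 active = viability drop by adding the cancer drug above about 55%, with treated viability meeting a 40% cutoff, limit read from the data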;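 also: viability without doxorubicin minus viability with 2 µM doxorubicin for each compound; larger differential means the compound sensitizes cells more to doxorubicin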
MRP reversal cytotoxicity – also measured in MRP reversal; calls as there; viability, %; H69AR cells, CellTiter-Glo, 72 h; measured here: cytotoxicity without doxorubicin
MRP reversal with doxorubicin – also measured in MRP reversal; calls as there; viability, %; measured here: viability with 2 uM doxorubicin; hits give low values
NFkB transloc inh cell count 2 µM – recorded beside NFkB transloc inh, whose call it bears; cell count; measured here: cells passing quality filter;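 raw number of nuclei counted in each imaged well without normalization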
NFkB transloc pot cell count 2 µM – second read-out of NFkB transloc pot, no call of its own (marks repeat the call); cell count; measured here: cells passing quality filter
An asterisk follows results filed as active; / = not tested or not shown.

SMILES	NFkB transloc inh	NFkB transloc inh cell count 2 µM	NFkB transloc pot	NFkB transloc pot cell count 2 µM	Bcl-B TR3 displacers	PLAP inhibitors HTS	MRP reversal	MRP reversal cytotoxicity	MRP reversal with doxorubicin
CCCC(C)NC(=O)c1ccc2[nH]c3c(c2c1)CC(C)CC3 (stereo not drawn)	-12	150	12	150	-10%	8%	-6	58	64
COc1ccc(NC(=O)CCN2CC(C)OC(C)C2)c(OC)c1 (stereo not drawn)	-17	139	17	139	/	/	3	98	95
Cc1ccn2c(/C=N/OCc3cccc(F)c3)c(-c3ccc(Cl)cc3)nc2c1	-2	149	2	149	1%	-17%	/	/	/
COc1ccccc1NC(=O)COC(=O)CNC(=O)c1ccc(OC)c(OC)c1	5	193	-5	193	-2%	19%	-9	101	110
CCN1CCCC1CNC(=O)Cn1cccc1C(=O)c1ccccc1C (stereo not drawn)	-1	93	1	93	-10%	-9%	-3	78	81
O=C(c1ccc(NS(=O)(=O)c2cccs2)cc1)N1CCCCC1	-1	103	1	103	/	/	9	89	79
CN(C)S(=O)(=O)c1ccc(C(=O)Nc2nnc(Cc3ccccc3)s2)cc1	1	83	-1	83	-6%	-13%	10	96	85
Cc1noc(C)c1COc1ccc(C(=O)NCC2CCCO2)cc1 (stereo not drawn)	7	115	-7	115	-2%	-3%	4	100	96
COc1ccc(CC(=O)NCc2cccs2)cc1	-10	150	10	150	0%	5%	-28	30	58
O=C(CN(C(=O)CCC(=O)Nc1ccccn1)c1ccc2c(c1)OCCO2)NCCc1ccccc1	/	/	/	/	7%	-19%	-3	7	10
CC1CCCN(C(=O)c2sc3cc([N+](=O)[O-])ccc3c2Cl)C1 (stereo not drawn)	12	99	-12	99	-2%	17%	/	/	/
O=C(Oc1ccccc1N1C(=O)C2CCCCC2C1=O)c1ccc(Cl)cc1 (stereo not drawn)	1	188	-1	188	-5%	-7%	/	/	/
COc1ccccc1OCCNc1nc2c(c(=O)n(C)c(=O)n2C)n1C	4	137	-4	137	/	/	8	82	74
Cc1cnc(C(=O)Nc2ccccc2-n2cccc2)cn1	-7	45	7	45	-7%	1%	11	91	81
Cc1c(C(=O)NCc2cccnc2)oc2ccc(S(=O)(=O)N3CCCCC3)cc12	-12	120	12	120	/	/	-2	74	76
Cc1c(C(=O)O)oc2ccc(S(=O)(=O)NCCC3=CCCCC3)cc12	-5	128	5	128	/	/	11	100	90
CCCCNC(=S)NNC(=O)c1csc2c1CCC(C)C2 (stereo not drawn)	-1	168	1	168	-2%	20%	/	/	/
COCCn1nnnc1C(c1cc2cccc(C)c2[nH]c1=O)N1CCN(c2ccccc2F)CC1 (stereo not drawn)	-29	92	29	92	-1%	-46%	/	/	/
COC(=O)c1cc(NS(=O)(=O)c2ccc3c(c2)CCC(=O)N3)cc(C(=O)OC)c1	-13	182	13	182	6%	-19%	7	98	91
COCCOC(=O)c1c(C)n(C)c2ccc(OC(=O)c3cccs3)cc12	5	183	-5	183	3%	11%	7	98	91
CC(=O)c1ccc(NC(=S)N2C(C)CCCC2C)cc1 (stereo not drawn)	-2	142	2	142	-5%	-5%	/	/	/
c1ccc(Oc2ccc(-c3ccnc4nc(N5CCN(c6ccccc6)CC5)nn34)cc2)cc1	-5	161	5	161	1%	-20%	/	/	/
COc1ccc(NC(=O)CSc2c(C)n[nH]c2C)cc1	12	161	-12	161	3%	-36%	0	84	84
COc1ccccc1NC(=O)c1nn(C)cc1Br	-1	139	1	139	-3%	2%	-1	81	83
CSc1ccc(C#N)cc1NC(=O)c1ccc(Cl)cc1	-8	149	9	149	-1%	1%	/	/	/
CC(C)NC(=O)c1ccccc1N(Cc1ccccc1)S(C)(=O)=O	-12	147	12	147	8%	8%	7	96	89
COc1ccc(C2OC(=O)CC2C(=O)NC2CCCCCC2)cc1OC (stereo not drawn)	-12	181	12	181	2%	1%	-3	97	100
CC(Sc1nnc(N)s1)C(=O)Nc1ccc(N2CCOCC2)cc1 (stereo not drawn)	-8	117	9	117	-1%	-28%	1	94	92
Cc1cccnc1Sc1c([N+](=O)[O-])ncn1C	6	156	-7	156	-2%	-4%	/	/	/
Cn1c(=O)[nH]c(=O)c2c1nc(CN1CCN(c3cccc(Cl)c3)CC1)n2CCN1CCOCC1	3	171	-3	171	-8%	-29%	4	77	73
O=C(CN1CCN(c2ccc(Cl)cc2)CC1)Nc1ccc(F)cc1	-13	169	13	169	5%	-28%	/	/	/
CCCCN(CC)CCCNC(=O)Cn1nc(Cc2cccnc2)c2ccccc2c1=O	-5	201	5	201	-4%	17%	-2	93	95
O=C1C2CCCN2C(c2ccccc2)N1c1cccc(Cl)c1 (stereo not drawn)	23	135	-23	135	0%	-46%	14	99	85
CC1CCCC(NC(=O)c2ccc(CNc3c(N4CCCC4)c(=O)c3=O)cc2)C1C (stereo not drawn)	/	/	/	/	-7%	-12%	1	90	89
Cc1ccc2c(CC(=O)OC3CCOC3=O)coc2c1 (stereo not drawn)	21	122	-21	122	14%	-5%	-15	98	113
CC1CC(C)CN(CCCNC(=O)C2CCN(S(=O)(=O)N3CCCCC3)CC2)C1 (stereo not drawn)	-29	149	29	149	-8%	-31%	8	95	87
N#CCCN(Cc1cccnc1)C(=O)c1ccc(S(=O)(=O)N2CCOCC2)cc1	11	132	-11	132	5%	0%	6	91	84
O=C(CCN1C(=O)COc2ccccc21)NCCN1CCN(c2cccc(Cl)c2)CC1	-3	112	3	112	-11%	-47%	9	79	70
O=c1c2c3c(sc2n2c(=S)[nH]nc2n1Cc1ccccc1)CN(Cc1ccccc1)CC3	-13	108	13	108	/	/	-12	82	94
O=c1c2cc(N3CCOCC3)ccc2[nH]c(=S)n1Cc1ccco1	/	/	/	/	18%	-45%	-9	69	78
CCCc1cc(C(=O)N2CCN(C(c3ccccc3)c3ccccc3)CC2)no1	/	/	/	/	-1%	-51%	1	96	95
CN1C(=O)c2oc3ccccc3c(=O)c2C1c1ccncc1 (stereo not drawn)	/	/	/	/	-2%	15%	14	94	79
COC(=O)c1[nH]c2ccc(C)cc2c1NC(=O)C1=COCCO1	-9	153	9	153	-9%	-49%	21	110	89
COc1ccc(C2C(C(=O)N3CCCCC3)c3ccccc3C(=O)N2C)cc1 (stereo not drawn)	0	120	0	120	-17%	-34%	-18	76	95
Cc1ccc(Nc2cc(C)nn2-c2nc(C)cc(=O)[nH]2)cc1	78*	86*	-78	86	5%	-40%	1	1	0
CCOC(=O)CNC(=O)CSc1nc(Cc2cccs2)nc2ccccc12	1	115	-1	115	47%	-9%	/	/	/
Cc1noc(C)c1S(=O)(=O)Nc1ccc(C(=O)O)cc1	6	90	-6	90	3%	-6%	-17	97	114
CCn1ccc(C(=O)Oc2ccc(C(C)C)cc2)n1	4	81	-4	81	4%	-26%	-5	114	119
CCn1c(NCc2c[nH]c3ccccc23)nc2ccccc21	-10	154	11	154	/	/	0	50	50
COc1ccc(-c2nc(CCNC(=O)c3ccc(Br)o3)cs2)cc1	19	160	-19	160	1%	-33%	-7	66	72
O=C(NC(=S)Nc1ccc(Oc2ccc(Cl)cc2)cc1)c1ccccc1	1	85	-1	85	-13%	0%	/	/	/
CCNC(=S)N1CCC(c2nc3ccccc3s2)CC1	-2	198	2	198	-6%	5%	/	/	/
O=C(Nc1nc(-c2cc(Cl)sc2Cl)cs1)c1ccc(Br)s1	15	183	-15	183	-8%	43%	/	/	/
COc1ccc(CC2NCCC3(O)CCCCC23)cc1 (stereo not drawn)	-16	96	17	96	12%	-2%	-7	94	101
COC(=O)c1c(NC(=O)C2CC=CCC2C(=O)O)sc(C(N)=O)c1C (stereo not drawn)	-8	185	8	185	-75%	-56%	5	99	94
Cn1c(NC(=O)CCc2ccccc2)cc(=O)n(C)c1=O	3	160	-3	160	5%	17%	14	90	76
CC(C)CCNc1nc2c(c(=O)[nH]c(=O)n2C)n1CC(O)COC(C)C (stereo not drawn)	-11	169	11	169	-3%	9%	/	/	/
CCOc1ncccc1C(=O)OCC(=O)Nc1c(C)cccc1C	-12	201	12	201	5%	15%	/	/	/
COC(=O)c1sc2ccccc2c1C(=O)OC	-3	140	3	140	-5%	/	11	105	94
CC(NC(=O)COc1ccccc1)C(c1ccccc1)N1CCN(C)CC1 (stereo not drawn)	/	/	/	/	3%	-56%	-2	100	102
(more compounds)
SMILES	NFkB transloc inh	NFkB transloc inh cell count 2 µM	NFkB transloc pot	NFkB transloc pot cell count 2 µM	Bcl-B TR3 displacers	PLAP inhibitors HTS	MRP reversal	MRP reversal cytotoxicity	MRP reversal with doxorubicin
Cc1cc(C)n2c(SCC(=O)NCc3ccco3)nnc2n1	9	190	-9	190	1%	5%	-3	102	105
COC(=O)CSc1nc(-c2cccs2)ccc1C#N	-4	147	4	147	-28%	12%	-7	37	44
COc1ccc(-n2c(C)n[nH]c2=O)cc1	6	142	-6	142	-5%	17%	/	/	/
COc1ccc(OC)c(S(=O)(=O)Nc2ccccc2F)c1	-17	111	17	111	1%	-6%	8	95	86
CC1CC(NS(=O)(=O)c2cccs2)CC(C)(C)C1 (stereo not drawn)	-11	98	11	98	2%	16%	11	94	83
COc1ccc2oc(=O)c(-c3nc4ccccc4o3)cc2c1	-14	164	13	164	/	/	0	69	69
O=C(NCC(F)(F)F)Nc1ccccn1	-2	89	2	89	3%	-3%	7	107	101
CSCCC(NC(=O)c1c(C)oc2c1CCCC2)C(=O)O (stereo not drawn)	-2	81	2	81	-9%	-17%	8	97	89
COC(=O)c1ccc(Oc2cc(C)nc(SC)n2)cc1	-13	158	13	158	-10%	9%	-18	30	48
CCOC(=O)N1CCN(C(=O)/C(=C/c2cccc3ccccc23)NC(=O)c2ccc(OC)cc2)CC1	-1	126	1	126	19%	-52%	/	/	/
COc1cccc(NC(=O)C2C3C=CC4(O3)C2C(=O)N(C2CC2)C4C(=O)NC2CCCCC2C)c1 (stereo not drawn)	7	138	-7	138	-2%	-52%	7	90	82
COc1ccc(Nc2nc3ccccc3c(=O)s2)c(OC)c1	-20	106	19	106	-7%	8%	5	84	80
Cc1ccc(/C=C/C(=O)O)cc1S(=O)(=O)NCCCC(=O)O	-13	137	13	137	-3%	14%	/	/	/
Cc1nn(-c2ccccc2)c(Cl)c1C1C(C#N)=C(N)Oc2c1c(C)nn2-c1ccccc1 (stereo not drawn)	-10	155	10	155	0%	-16%	-10	5	15
CCOC(=O)N1CCN(C(=O)Cn2ncc3c2-c2ccccc2OC3)CC1	-5	43	5	43	-3%	-15%	3	83	81
O=C(Nc1ccccc1)ON=C1c2ccccc2-c2ccccc21	-2	176	2	176	-7%	-14%	/	/	/
C/C(NC(=O)c1ccccc1F)=C1\C(=O)C[C@@H]2[C@H]1C2(C)C	-22	147	22	147	-4%	5%	9	101	91

One compound at a time, from the list above. Values in the order: NFkB transloc inh, NFkB transloc inh cell count 2 µM, NFkB transloc pot, NFkB transloc pot cell count 2 µM, Bcl-B TR3 displacers, PLAP inhibitors HTS, MRP reversal, MRP reversal cytotoxicity, MRP reversal with doxorubicin
Listed for `O=C(NCC(F)(F)F)Nc1ccccn1` : -2, 89, 2, 89, 3%, -3%, 7, 107, 101
Listed for `CSCCC(NC(=O)c1c(C)oc2c1CCCC2)C(=O)O` (stereo not drawn) : -2, 81, 2, 81, -9%, -17%, 8, 97, 89
Listed for `CC(Sc1nnc(N)s1)C(=O)Nc1ccc(N2CCOCC2)cc1` (stereo not drawn) : -8, 117, 9, 117, -1%, -28%, 1, 94, 92
Listed for `COc1ccc(NC(=O)CCN2CC(C)OC(C)C2)c(OC)c1` (stereo not drawn) : -17, 139, 17, 139, /, /, 3, 98, 95

Look-ups from the list:
CC1CC(NS(=O)(=O)c2cccs2)CC(C)(C)C1 (stereo not drawn) – NFkB transloc inh: -11
COc1ccc(Nc2nc3ccccc3c(=O)s2)c(OC)c1 – MRP reversal: 5
O=C(NCC(F)(F)F)Nc1ccccn1 – NFkB transloc inh cell count 2 µM: 89

Source: PubChem

Only part of the results is shown (hit frequency here may not be typical).
